HT1080-NT tox – qHTS for induction of synthetic lethality in tumor cells producing 2HG: qHTS for the HT-1080-NT fibrosarcoma cell line; Potency, µM (series often up to 46.1 µM), for the others: at the highest dose activity, negative = less viability, hits mostly cytotoxic; HT-1080-NT fibrosarcoma viability, CellTiter-Glo ATP luminescence, 48 h; 1.6% of 360,000 active; AID 686970, 2013;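 further: NT is the 2HG producing partner of a matched IDH1 knockdown line; 0% = DMSO-treated cells and -100% = media-only wells without cells; nearly all actives have a fitted effect of over 55% in size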
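HT-1080-NT fibrosarcoma cells (2HG-overproducing), 750 cells/well in RPMI with 5% FBS, dosed after 2 h and incubated 48 h at 37C. CellTiter-Glo luminescence normalized to DMSO and no-cell wells; concentration-response curves fitted and classed.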
GLP-1R agonist – qHTS of GLP-1 Receptor Agonists; Glucagon-like peptide 1 receptor (Homo sapiens), P43220; HEK293 GLP-1R CRE-luciferase, luminescence, 4-6 h; cells express a hypersensitive GLP-1R form; Potency, µM (titrated, usually from 45.6 µM), without a hit: top-dose activation, usual class: activators; 0.007% of 380,000 active; AID 624172, 2012; further: % of control where 0% means no effect
Target sequence (P43220 whole entry, looked up): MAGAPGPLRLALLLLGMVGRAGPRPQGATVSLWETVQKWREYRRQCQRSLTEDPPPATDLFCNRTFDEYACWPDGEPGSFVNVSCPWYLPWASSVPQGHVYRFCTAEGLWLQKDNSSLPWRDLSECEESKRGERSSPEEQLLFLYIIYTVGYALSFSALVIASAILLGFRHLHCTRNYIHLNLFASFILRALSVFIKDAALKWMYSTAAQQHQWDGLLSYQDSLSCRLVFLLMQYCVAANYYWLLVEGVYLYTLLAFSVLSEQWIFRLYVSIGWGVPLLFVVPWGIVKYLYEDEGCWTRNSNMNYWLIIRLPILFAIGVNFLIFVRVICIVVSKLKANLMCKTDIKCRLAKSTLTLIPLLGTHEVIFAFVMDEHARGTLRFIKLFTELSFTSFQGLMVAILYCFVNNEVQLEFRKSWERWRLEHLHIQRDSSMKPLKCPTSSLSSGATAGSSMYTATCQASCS
HT1080 IDH1KD tx – qHTS for induction of synthetic lethality in tumor cells producing 2HG: qHTS for the HT-1080-IDH1KD cell line. HT-1080 IDH1 knockdown viability, ATP luminescence, 48 h. Potency, µM (series often up to 46.1 µM), for inactives: at the top dose activity, negative = toxicity, most hits filed as cytotoxic. 2% of 360,000 active;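 further: 0% = DMSO wells and -100% = cell-free medium wells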
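Using the IDH1-knockdown HT-1080 line run in the same batch and compound series as the NT line, viability after 48 h at 37 °C was determined by CellTiter-Glo luminescence and expressed as % activity.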
KB-3-1 tox – qHTS assay for MDR1-selective chemotherapeutics: Primary screen using the parental adenocarcinoma cell KB-3-1 | KB-3-1 viability, CellTiter-Glo ATP luminescence, 72 h | 1.4% of 400,000 active | Potency, µM (titrated, usually from 46.1 µM), inactives show top-dose activity change, negative = cytotoxic, actives largely listed as cytotoxic | AID 1347075, 2019; further: on the % scale 0 is the no-effect control and ±100 the full control effect; nearly all actives have a fitted effect of over 60% in size
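KB-3-1 cells, DMEM (no phenol red) + 10% FBS; compound by pin transfer, 72 h, 37 °C. Readout: CellTiter-Glo luminescence after 10 min. Data normalized, curve-fitted.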
TDP-43 yeast inh – qHTS of TDP-43 Inhibitors; 1.8% of 410,000 active; Potency, µM (top dose mostly 46.1 µM), for the others: at the top dose growth rescue (activation), most hits filed as activators; TDP-43 expressing yeast growth rescue, BacTiter-Glo, 24 h; AID 652104, 2013; further: % of control where 0% means no effect; nearly all actives have a fitted effect of over 50% in size
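In this qHTS, compounds that restore growth of yeast expressing TDP-43 appear as activators. Cells (OD600=0.02, galactose medium, raffinose-pregrown) are incubated with compound 24 hr at 30 deg C and growth is quantified by BacTiter-Glo.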
SW480 rerep – A quantitative high throughput screen for small molecules that induce DNA re-replication in SW480 colon adenocarcinoma cells; SW480 DNA re-replication, Hoechst DNA content imaging, 48 h; Potency, µM (titrated, usually from 46.1 µM), inactives show at the top dose re-replication activation, most hits filed as activators; 1.8% of 340,000 active; AID 624297, 2012; further: % of control where 0% means no effect; nearly all actives have a fitted effect of over 55% in size
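Compounds, transferred as 23 nL by pin tool, were incubated with cells for 48 hr; DNA content per nucleus was then quantified by Hoechst staining and fluorescence plate imaging.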
GLP1R cytotox – qHTS of GLP-1 Receptor Inverse Agonists: Cytotox Screen; HEK293 cAMP-luciferase reporter cells, luminescence, 24 h; Potency, µM (series often up to 38.3 µM), without a hit: top-dose activity change, negative = inhibition, hits mostly inhibitors; 0.13% of 410,000 active; AID 624418, 2012;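 further: loss of luciferase light is scored as toxicity; on the % scale 0 is the no-effect control and ±100 the full control effect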
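Step one: seed cells (200 cells/uL, DMEM with 10% Nu serum, 1% pen-strep). Step two: 12-hour incubation at 37 deg C. Step three: pin 23 nL compound, incubate 24 hr. Step four: add luciferase reagent, read luminescence 12 min later.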
GLP-1R inv ag – qHTS of GLP-1 Receptor Inverse Agonists (Inhibition Mode); 1.6% of 410,000 active; HEK293 GLP-1R CRE-luciferase, luminescence, 24 h; GLP-1R form is constitutively active; Glucagon-like peptide 1 receptor (Homo sapiens), P43220; Potency, µM (series often up to 38.3 µM), for inactives: at the top dose activity change, negative = inhibition, hits mostly inhibitors; further: on the % scale 0 is the no-effect control and ±100 the full control effect; nearly all actives have a fitted effect of over 55% in size
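Luminescence readout: a drop in cAMP-driven luciferase signal flags inverse agonism at a constitutively active GLP-1R stably expressed in HEK293. Compound exposure lasted 24 hr at 37 deg C, 5% CO2.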
KB-V1 cytotox – qHTS assay for MDR1-selective chemotherapeutics: Primary screen using the drug-selected MDR subline cells KB-V1. AID 1347076, 2019. KB-V1 MDR cells viability, CellTiter-Glo, 72 h. 3.4% of 400,000 active. Potency, µM (titrated, usually from 46.1 µM), without a hit: at the top dose activity change, negative = cytotoxicity, usual class: cytotoxic; further: on the % scale 0 is the no-effect control and ±100 the full control effect; nearly all actives have a fitted effect of over 60% in size
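Compound-treated KB-V1 multidrug-resistant cells, 72 h, 37 degrees C; viability by CellTiter-Glo. Fitted qHTS curves give the values.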
Starred values were filed as active, the others as inactive; u = inconclusive; x = no result given; & = joins results of further samples; [ ] = another dose, or the depositor's remark. The call rests on the fitted dose curve; in most records, active means well fitted curve in the direction sought with a large enough effect; inconclusive means small, poorly fitted or top-dose-only effect, or another doubt; inactive means no such curve, though single readings can be large; an effect the other way counts as inactive or inconclusive. Potency means the concentration at half of the fitted maximal effect.

SMILES | HT1080-NT tox | GLP-1R agonist | HT1080 IDH1KD tx | KB-3-1 tox | TDP-43 yeast inh | SW480 rerep | GLP1R cytotox | GLP-1R inv ag | KB-V1 cytotox
C=CCn1c(N)cc(=O)nc1SCC(=O)NC(C)c1ccccc1 (stereo not drawn) | 7% | -7% | 18% | 7% | -18% | 6% | 9% | 0% | 7%
COc1ccc(/C=N\Nc2ncc(F)c(N3CCOCC3)n2)cc1OC | -5% | 3% | -1% | 4% | 23% | -2% | 5% | -16% | -9%
O=C(CSc1n[nH]c(-c2cccs2)n1)NCCc1ccccc1 | -9% | 1% | -3% | 35% | -15% | 5% | -4% | 11% | 5%
COc1ccc(C(=O)Nc2cc(=O)[nH]c3ncnn23)cc1 | 3% | -1% | 5% | 7% | -17% | 17% | 7% | 10% | 6%
CCOC(=O)N1CCN(C(=O)c2ccc(OC)c(OC)c2)CC1 | 10% | -7% | 12% | 19% | -6% | 4% | 2% | 12% | 7%
Cn1cccc1CC(=O)N/N=C\c1cccs1 | 2% | 7% | -7% | -4% | 1% | -5% | 20% | 0% | -14%
O=C(NC(c1ccc(-c2ccccc2)cc1)c1cnccn1)C1CCN(CCOc2ccc(F)cc2)CC1 (stereo not drawn) | u | -29% | 16µM* | u | -12% | x | u | u | -9%
COc1cccc(C2CC(c3ccccc3C)n3nc(N)nc3N2)c1 (stereo not drawn) | 13% | -6% | 9% | 1% | 17% | -8% | 4% | -18% | -13%
Cc1noc(C)c1S(=O)(=O)Nc1ccc2c(c1)C(=O)N([C@H](C)CO)C[C@H](C)[C@@H](CN(C)S(=O)(=O)c1ccccc1)O2 | 4% | -3% | 6% | u | u | -2% | u | 18% | u
COc1cc(CCCN2CCNC[C@@H]2C(C)O)cc(OC)c1OC (stereo partly drawn) | -3% | -6% | 6% | 4% | -13% | -1% | -1% | -2% | u
COc1ccccc1COC(=O)Nc1c(C)nn(C)c1Cl | 2% | -10% | 3% | -21% | 18% | -4% | -5% | 8% | 23µM*
CCOC(=O)N1CCN(CC(O)COC2CC(C)CC(C)(C)C2)CC1 (stereo not drawn) | 7% | 11% | 7% | 13% | -7% | 0% | -21% | u | -2%
COc1ccccc1CNC(=O)CCCn1c(=O)c2ccccc2n(Cc2ccccc2F)c1=O | x | 0% | x | -8% | 10% | x | 4% | 15% | -4%
CCN1C(=O)/C(=C\c2cn(CCC#N)nc2-c2ccc(F)cc2)SC1=S | -3% | 3% | 2% | 3% | 14% | 4% | -15% | -13% | 3%
O=C(N/N=C/c1ccc(O)c([N+](=O)[O-])c1)C1CC1(c1ccccc1)c1ccccc1 (stereo not drawn) | -13% | 23% | -25% | -1% | -9% | 10% | -2% | 9% | 0%
O=S(=O)(c1ccc(Br)s1)N1CCC2(CC1)OCCO2 | -6% | -7% | 0% | 2% | -7% | 0% | 3% | -7% | -23%
CC(C(=O)N/N=C/c1ccc(N(C)C)c(Br)c1)N(c1ccccc1)S(C)(=O)=O (stereo not drawn) | -12% | 20% | 4%[9.24 µM] | -3% | 24% | -2% | 4% | -33% | u
CCOC(=O)c1cn(CC)c2cc(Cl)c([N+](=O)[O-])cc2c1=O | -1% | 1% | -2% | 3% | -5% | 2% | 4% | 0% | 0%
CC(C)(C)c1ccc(C(=O)CSc2n[nH]c(=O)[nH]c2=O)cc1 | -5% | 1% | -6% | u | 23% | -3% | 0% | 0% | u
S=C(NCCc1ccccc1)Nc1nccs1 | 0% | 8% | 15% | 4% | 23% | 1% | -8% | -11% | 13%
Cc1c(C(c2cc(O)ccc2Cl)c2c(C)n(C)n(-c3ccccc3)c2=O)c(=O)n(-c2ccccc2)n1C | -8% | 0% | -6% | 2% | -27% | -5% | -4% | -6% | -3%
O=C(CCn1cnc2ccccc2c1=O)NCc1ccccc1Cl | x | x | x | -17% | -13% | x | -11% | 7% | 10%
O=C(c1ccccc1)N1CCC(CC2CC(c3ccc(Cl)cc3)=NO2)(C(=O)NCC2CCCCC2)CC1 (stereo not drawn) | 0% | 0% | -2% | 7% | 23% | -1% | 0% | u | u
O=C(Nc1ccc(-c2nc3ccccc3[nH]2)cc1)c1ccco1 | u | 13% | -14% | -6%&0% | -11% | 0% | u | -8% | -24%&-26%
COc1ccc(S(=O)(=O)N2CCOCC2)cc1NC(=O)COC(=O)CC1CC2CCC1C2 (stereo not drawn) | 0% | 22% | 3% | 6% | 0% | -1% | -16% | -18% | 27%

Sorted by number of heavy atoms (largest number first): part of the list above
SMILES | HT1080-NT tox | GLP-1R agonist | HT1080 IDH1KD tx | KB-3-1 tox | TDP-43 yeast inh | SW480 rerep | GLP1R cytotox | GLP-1R inv ag | KB-V1 cytotox
CC(C(=O)N/N=C/c1ccc(N(C)C)c(Br)c1)N(c1ccccc1)S(C)(=O)=O (stereo not drawn) | -12% | 20% | 4%[9.24 µM] | -3% | 24% | -2% | 4% | -33% | u
CCOC(=O)N1CCN(CC(O)COC2CC(C)CC(C)(C)C2)CC1 (stereo not drawn) | 7% | 11% | 7% | 13% | -7% | 0% | -21% | u | -2%
COc1cc(CCCN2CCNC[C@@H]2C(C)O)cc(OC)c1OC (stereo partly drawn) | -3% | -6% | 6% | 4% | -13% | -1% | -1% | -2% | u
CCOC(=O)c1cn(CC)c2cc(Cl)c([N+](=O)[O-])cc2c1=O | -1% | 1% | -2% | 3% | -5% | 2% | 4% | 0% | 0%
COc1ccc(C(=O)Nc2cc(=O)[nH]c3ncnn23)cc1 | 3% | -1% | 5% | 7% | -17% | 17% | 7% | 10% | 6%
Cn1cccc1CC(=O)N/N=C\c1cccs1 | 2% | 7% | -7% | -4% | 1% | -5% | 20% | 0% | -14%

Next records.
SMILES | HT1080-NT tox | GLP-1R agonist | HT1080 IDH1KD tx | KB-3-1 tox | TDP-43 yeast inh | SW480 rerep | GLP1R cytotox | GLP-1R inv ag | KB-V1 cytotox
CCOc1ccc(N2CC(C(=O)NCc3ccccc3)CC2=O)cc1 (stereo not drawn) | 0% | -6% | 1% | 3% | -10% | -1% | -5% | u | -25%
COc1ccc(-n2ncc3c(NCc4cccnc4)ncnc32)cc1 | -2% | -4% | 0% | 0% | -8% | -5% | 14% | 6% | -15%
CC(C)Cn1c(-c2cccnc2)nc2c1c(=O)[nH]c(=O)n2CC(C)C | 5% | 11% | 6% | 25% | 6% | -23% | -3% | -7% | -23%
CC12CCC(=O)C=C1CCCC2=O (stereo not drawn) | -3% | 5% | -1% | -20% | -14% | -4% | -2% | 12% | 19%
Cn1c(SCC(=O)c2ccc3c(c2)OCCO3)nnc1C(F)(F)F | 0% | -8% | 22% | 3% | 19% | 25% | 3% | 6% | 19%
O=C(COC(=O)c1ccc(S(=O)(=O)N2CCOCC2)cc1)NCc1cccs1 | 2% | 7% | 7% | 5% | -3% | -20% | 0% | 11% | 9%
CC1(C)CC(=O)C2=C(C1)N(Cc1ccco1)C(=O)C2(O)C(F)(F)F (stereo not drawn) | 0% | 8% | -3% | -1% | 10% | 1% | 1% | 1% | -4%
O=C(NCCc1c[nH]c2ccccc12)C(=O)NCC1OCCN1S(=O)(=O)c1cc(F)ccc1F (stereo not drawn) | -13% | 4% | -29% | -6% | -17% | u | -2% | u | u
OC[C@@H]1CN(Cc2ccc3c(c2)OCO3)C[C@H](n2cnc3c(NC4CCC4)ncnc32)O1 | 0% | 1% | 0% | 0% | 21% | x | 1% | 14% | -1%
CCOC(=O)c1ccc(NC(=O)Nc2ccc(OC)c(OC)c2)cc1 | -14% | -1% | -9% | 5% | 25% | 2% | -26% | u | -3%
O=c1cc[nH]c2cc(Cl)ccc12 | 7% | 11% | 5% | 15% | -7% | -31%[inhibitor] | -14% | 12% | u
CC(=O)c1ccc(OCc2ncc(C(F)(F)F)cc2Cl)cc1 | 15% | 1% | 16% | 6% | u | -20% | 0% | -8% | -1%
O=C(NCc1ccc(Cl)cc1)N1CCN(Cc2ccccc2)CC1 | -20% | -7% | u | u | -2% | 20% | -6% | u | 16µM*
CCOC(=O)CN(C(=O)COc1nc(-c2ccccc2)cc(C)c1C#N)c1ccc(C)cc1 | -17% | 2% | -1% | 3% | 19% | 13% | -3% | u | u
Cc1ccc(Cl)cc1N1CCN(Cc2cc(=O)n3ccsc3n2)CC1 | -10% | 7% | -11% | -6% | -11% | 4% | -2% | u | u
CCCN(CCC)CCNC(=O)c1cn(C)c(=O)c2c1c1ccccc1n2C | -2% | 4% | 3% | -1% | -10% | 0% | -1% | 31% | 4%
CC1=C(OC(=O)c2ccccc2)C(C)(C)C(c2ccc(Br)cc2)OC1=O (stereo not drawn) | 2% | -6% | -1% | 4% | 13% | 2% | 1% | -13% | -11%
O=C1CCCc2nc(N3CCN(C(=O)c4ccco4)CC3)ncc21 | 9% | -4% | 11% | 0% | 2% | -7% | 7% | 21% | -4%
COc1ccc(C(C2C(=O)CC(C)(C)CC2=O)C2C(=O)CC(C)(C)CC2=O)cc1CO | 9% | -2% | -2% | -4% | 14% | -10% | -4% | -12% | -4%
CN1CCN(S(=O)(=O)c2ccc(N(C)Cc3cccc(F)c3)nc2)CC1 | -2% | -8% | -7% | 0% | 11% | -6% | 13% | -27% | -14%
CCCOc1ccc(Nc2cc(C)nc(C)n2)cc1 | x | x | x | -22% | 8% | x | -14% | 17% | -7%
CCCCCOC(=O)CC(C(=O)OCCCCC)N1CCCCC1 (stereo not drawn) | 2% | 10% | 1% | -20% | -18% | -1% | 12% | 13µM* | 0%
CC(=O)NS(=O)(=O)c1ccc(NC(=O)c2ccc3c(c2)OCO3)cc1 | 9% | -2% | 12% | 7% | 18% | -14% | 4% | 6% | 0%
